# Screening data deposited in PubChem by National Center for Advancing Translational Sciences (NCATS).
# USP2a block: inhibitors of human ubiquitin-specific protease USP2a; O75604; USP2 core, Ub-CHOP2 coupled fluorogenic reporter, 485/531; Potency, µM (top dose mostly 38.3 µM), inactives show top-dose activity change, negative = inhibition, actives largely listed as inhibitors; 330,000 tested, 0.01% active; AID 463254;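 also: potency is read from the fitted curve at half-maximal effect; plate controls were DMSO wells for no effect and full inhibition by NEM control for full effect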
#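 USP2 core (10nM final) preincubated 30min RT with compound in 20mM Tris-HCl pH 8.0, 2mM CaCl2, 2mM beta-mercaptoethanol, 0.05% CHAPS; 25nM Ub-CHOP2 plus 25nM reporter substrate added, fluorescence (Ex485/Em531) read after 60min.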
# TSHR antag: blocks TSH signaling through the human TSH receptor. activity change, negative = inhibition, % at 11.5 µM. TSHR-expressing cells, TSH-stimulated cAMP HTRF, 2 h; hits give low values. 330,000 tested, 0.2% active;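 active = activity change below a set negative limit, meaning inhibition stronger than a set level, cut at about -70% in these data; inconclusive = activity change between two set negative limits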; also: % is scaled to controls: 0 for no effect and ±100 for the full control effect
# Target sequence (P16473 whole entry, looked up): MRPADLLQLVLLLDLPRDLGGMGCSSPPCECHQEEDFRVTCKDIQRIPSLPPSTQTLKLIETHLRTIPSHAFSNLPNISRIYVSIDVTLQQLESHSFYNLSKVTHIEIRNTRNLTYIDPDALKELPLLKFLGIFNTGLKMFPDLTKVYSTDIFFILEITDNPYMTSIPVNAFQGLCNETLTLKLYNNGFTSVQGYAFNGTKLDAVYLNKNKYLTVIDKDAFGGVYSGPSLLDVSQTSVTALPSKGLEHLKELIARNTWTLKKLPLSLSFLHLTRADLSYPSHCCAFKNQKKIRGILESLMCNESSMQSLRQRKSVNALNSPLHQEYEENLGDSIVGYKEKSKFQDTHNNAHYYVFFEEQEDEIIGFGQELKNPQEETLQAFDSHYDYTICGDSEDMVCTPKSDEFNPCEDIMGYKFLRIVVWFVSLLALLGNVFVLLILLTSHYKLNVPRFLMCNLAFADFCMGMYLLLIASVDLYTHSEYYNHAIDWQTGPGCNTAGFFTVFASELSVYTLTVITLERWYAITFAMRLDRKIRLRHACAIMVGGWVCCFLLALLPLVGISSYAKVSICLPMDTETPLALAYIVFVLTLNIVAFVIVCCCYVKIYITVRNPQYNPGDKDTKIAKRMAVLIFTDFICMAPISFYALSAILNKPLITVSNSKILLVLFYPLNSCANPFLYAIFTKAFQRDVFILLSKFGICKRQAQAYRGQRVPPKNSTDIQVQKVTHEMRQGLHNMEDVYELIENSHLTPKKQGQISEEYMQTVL
#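 Antagonism was scored as loss of TSH-driven cAMP in TSHR cells, stimulated with 4nM TSH (EC80) for 2 hours at 37 deg C and detected by homogeneous HTRF competition immunoassay.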
# KCNH2 3.1 inh: blocks the human KCNH2 3.1 channel isoform; U2OS KCNH2 3.1, thallium flux FluxOr; hits give low values; activity change, % (tested at about 1.8 µM); 340,000 tested, 0.95% active;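 active = maximum activity change below -70%; inconclusive = maximum activity change from -70% to -50%; inactive = maximum activity change above -50%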;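 also: thallium influx rate constant from kinetic fluorescence after stimulation buffer; % is scaled to controls: 0 for no effect and ±100 for the full control effect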
#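 FluxOr-based Tl+ influx in U2OS cells transduced with KCNH2 3.1 virus; rate constants normalized to DMSO controls.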
# Eya2 inh: blocks the phosphatase activity of human Eya2; recombinant Eya2, OMFP fluorescence dephosphorylation (OMFP is methylfluorescein phosphate); 330,000 tested, 0.006% active; Potency, µM (highest dose often 76.9 µM), inactives show top-dose activity, negative = inhibition, usual class: inhibitors; also: potency is read from the fitted curve at half-maximal effect; % is scaled to controls: 0 for no effect and ±100 for the full control effect
#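 Eya2 (0.2 uM) preincubated 10 min at ambient with compound, then OMFP substrate added at 50 uM; 10 min reaction in 50 mM HEPES pH 7.5, 50 mM NaCl, 5 uM MgCl2, 0.05% BSA, 1 mM DTT. Fluorescence read at Ex 485/Em 525 nm.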
# TRPV1 ag: agonists of human vanilloid receptor 1 (TRPV1) | TRPV1-expressing cells, Fluo-8 calcium influx, agonist mode | activation, % at 8.33 µM | Q8NER1 | 320,000 tested, 0.19% active | AID 540275; in the data active = activation above about 80%; inconclusive = between about 30% and that limit; also: 0% is about no effect
#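 Cells expressing TRPV1 were dye-loaded with Fluo-8 and read kinetically: 10 s baseline, 3 min after compound (agonist portion), then 2 min after EC20 capsaicin (allosteric enhancer portion). Calcium-bound dye fluorescence at 480/520 nm.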
# TCR act: activators of T cell receptors; AID 504894; 330,000 tested, under 10 active; primary human leukocytes, anti-CD3, IL-2 HTRF, 48 h; Potency, µM (titrated, usually from 9.22 µM), for the others: at the top dose activation of IL-2 secretion, hits mostly activators; also: % of control where 0% means no effect
#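 IL-2 release read by HTRF sandwich (Eu cryptate donor, d2 acceptor, 665 nm emission) after 48 hr exposure of primary human leukocytes to compound together with anti-CD3 beads in the absence of co-stimulatory signals.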
# ELG1 DNA repair: blocks ELG1-dependent DNA repair in HEK293T cells. HEK293T ELG1-luciferase reporter, luminescence, 16 h; DNA damage induced by 5-fluorouridine. Potency, µM (doses to about 46.1 µM), for inactives: at the highest dose activity change, negative = inhibition, most hits filed as inhibitors. 330,000 tested, 2.3% active; also: potency is read from the fitted curve at half-maximal effect; % is scaled to controls: 0 for no effect and ±100 for the full control effect; nearly all actives have a fitted effect of over 55% in size
#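 Quantitative HTS, concentration-response format. 2,000 cells/well co-treated with 5-fluorouridine and compound, 16 hr in 5% CO2 at 37 °C; ONE-Glo luminescence read after 30 min.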
# A-T KAP1 phos: candidate therapy for ataxia-telangiectasia | […] A-T fibroblasts, KAP-1 phosphorylation AlphaLISA; neocarzinostatin DNA damage 30 min before lysis | Potency, µM (doses to about 57.5 µM), for inactives: at the highest dose activation, usual class: activators | 320,000 tested, 0.19% active; also: potency is read from the fitted curve at half-maximal effect; % of control where 0% means no effect; nearly all actives have a fitted effect of over 45% in size
#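 ATM-like activity read as KAP-1 phosphorylation via AlphaLISA donor/acceptor antibody pairs after lysis and 6 hr at 25C. Cells were ATM-null patient fibroblasts ([…], hTERT), dosed 60 min, then exposed to the DSB inducer NCS for 30 min.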
# KCNH2 WT inh: KCNH2 (human, wildtype) channel inhibition | U2OS, BacMam KCNH2, thallium flux FluxOr; hits give low values | activity change, % at 1.84 µM | 340,000 tested, 0.37% active | Q12809 | AID 720551;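 active = maximum activity change below -70%; inconclusive = maximum activity change between -70% and -50%; inactive = maximum activity change above -50%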; also: % is scaled to controls: 0 for no effect and ±100 for the full control effect
#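 U2OS cells were transduced with wild-type KCNH2 virus (2.03 x 10^8 / mL) for 4 h at room temperature, then cultured overnight at 37 C. Thallium flux was read with FluxOr dye. Rate constants were normalized to DMSO controls.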
# Mito fusion yeast: blocks mitochondrial division or promotes mitochondrial fusion; S. cerevisiae fusion-defective mutant growth rescue, CellTiterGlo 48 h; Potency, µM (top dose mostly 46.1 µM), inactives show top-dose growth rescue (activation), hits mostly activators; 320,000 tested, 0.23% active; AID 485298;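 also: potency is read from the fitted curve at half-maximal effect; % of control where 0% means no effect; nearly all actives have a fitted effect of over 45% in size; temperature-sensitive fusion mutants such as fzo1-1 at 37 °C on non-fermentable ethanol glycerol medium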
#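 Read-out: ATP-based luminescence (CellTiterGlo, 10 min ambient) reporting growth of fusion-defective ts yeast after 48 hours at 37C on glycerol/ethanol YPEG medium in the presence of compound.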
# The depositor's hits bear a star; i = inactive; ? = inconclusive; / = not tested or not shown; [ ] = another dose, or the depositor's remark. Unless noted, calls follow the shape of the dose curve; as a rule, active = well fitted curve in the direction sought with a large enough effect; inconclusive = small, poorly fitted or top-dose-only effect, or another doubt; inactive = no such curve, though single readings can be large; an effect the other way counts as inactive or inconclusive. The list is partial. The share of hits here may be higher or lower than overall.
# Results follow in this order: USP2a block	TSHR antag	KCNH2 3.1 inh	Eya2 inh	TRPV1 ag	TCR act	ELG1 DNA repair	A-T KAP1 phos	KCNH2 WT inh	Mito fusion yeast
> CCCCNC(=O)C1CC(=O)N(CCc2ccccc2)C1 (configuration not stated)
    5%	1	-7	3%	-4	-3%	4%	2%	-3	-6%
> CCCCn1c(N)c(N(CC(C)C)C(=O)c2cc(Cl)nc3ccccc23)c(=O)[nH]c1=O
    -1%	-9	14	-11%	0	-2%	1%	-8%	1	-6%
> CCc1ccccc1NC(=O)NCc1cccnc1
    4%	24	8	4%	-3	2%	-9%	7%	-23	2%
> O=C(Nc1cnn(C23CC4CC(CC(C4)C2)C3)c1)c1cnn2cccnc12
    -1%	-2	8	-11%	12	/	?	?	-16	7%
> C=CCN(C(=O)CCC(=O)Nc1cc(C)on1)C(C(=O)NC1CCCC1)c1ccc(OC)c(OC)c1 (configuration not stated)
    1%	-3	-6	-4%	0	3%	-11%	-2%	3	-7%
> O=C(CCc1nnc2ccc(N3CCCC3)nn12)Nc1cc(F)ccc1F
    0%	9	8	9%	-1	-2%	-8%	3%	-4	-3%
> CN(CCc1ccccn1)C(=O)CCC1CCCN(C(=O)NC2CCCCC2)C1 (configuration not stated)
    4%	4	2	-1%	2	0%	?	2%	-3	-20%
> Cc1ccc(-n2nnc(-c3cc4ccccc4nc3Cl)n2)cc1
    0%	0	32	3%	2	0%	?	1%	10	-4%
> CC(C)(C)c1ccc(C(=O)Nc2ncn[nH]2)cc1
    0%	-8	-14	1%	1	-2%	?	-1%	-6	-7%
> COc1ccc(CNC(=O)CN(Cc2cccs2)C(=O)CCC(=O)Nc2ccccn2)cc1
    1%	-14	-3	5%	0	12%	-5%	0%	3	-9%
> COc1ccc(C(O)c2nccn2Cc2ccccc2)cc1 (configuration not stated)
    -1%	21	-4	-17%	-3	7%	1%	-1%	-1	-3%
> CCn1cnc2c1c(=O)n(Cc1cccc([N+](=O)[O-])c1)c(=O)n2Cc1ccccc1
    1%	-11	25	-8%	9	4%	-29%	-3%	-5	10%
> O=C(NCCN1C(=O)CSC1=O)C1CC(=O)N(c2ccccc2)C1 (configuration not stated)
    ?	8	2	2%	-1	2%	5%	/	-5	-4%
> Cc1cccn2cc(CNS(=O)(=O)c3ccc4ccccc4c3)nc12
    2%	-14	1	-2%	2	6%	?	3%	4	-1%
> Cc1cccc(-n2c3nc(=O)[nH]c(=O)c-3cc3c(C)nn(-c4ccccc4)c32)c1C
    4%	4	28	-2%	4	-6%[46.1 µM]	12%	-1%	-11	-1%
> CC1CC(C)CN(c2oc(-c3ccco3)nc2C#N)C1 (configuration not stated)
    0%	14	-14	-14%	3	1%[46.1 µM]	5%	2%	0	4%
> O=C(Nc1nc(-c2ccccc2)cs1)NC1CCCCC1
    3%	-7	4	0%	?	0%	?	0%	-20	?
> CC(=O)C(C)Oc1ncn(-c2ccccc2)n1 (configuration not stated)
    /	/	2	/	1	3%	/	/	-7	0%
> O=C(NCCCn1ccnc1)C1CCN(S(=O)(=O)c2cc([N+](=O)[O-])ccc2Cl)CC1
    0%	-8	-2	-33%	/	-1%	-7%	6%	4	/
> CNC(C)C#Cc1ccc2oc3cccc(OC)c3c(=O)c2c1 (configuration not stated)
    0%	9	-10	4%	1	-7%	?	10%	-2	4%

# Exported tab-delimited: entries from further up
mol	USP2a block	TSHR antag	KCNH2 3.1 inh	Eya2 inh	TRPV1 ag	TCR act	ELG1 DNA repair	A-T KAP1 phos	KCNH2 WT inh	Mito fusion yeast
O=C(CCc1nnc2ccc(N3CCCC3)nn12)Nc1cc(F)ccc1F	0%	9	8	9%	-1	-2%	-8%	3%	-4	-3%
CN(CCc1ccccn1)C(=O)CCC1CCCN(C(=O)NC2CCCCC2)C1 (configuration not stated)	4%	4	2	-1%	2	0%	?	2%	-3	-20%
Cc1ccc(-n2nnc(-c3cc4ccccc4nc3Cl)n2)cc1	0%	0	32	3%	2	0%	?	1%	10	-4%
CC(C)(C)c1ccc(C(=O)Nc2ncn[nH]2)cc1	0%	-8	-14	1%	1	-2%	?	-1%	-6	-7%
COc1ccc(CNC(=O)CN(Cc2cccs2)C(=O)CCC(=O)Nc2ccccn2)cc1	1%	-14	-3	5%	0	12%	-5%	0%	3	-9%
COc1ccc(C(O)c2nccn2Cc2ccccc2)cc1 (configuration not stated)	-1%	21	-4	-17%	-3	7%	1%	-1%	-1	-3%
CCn1cnc2c1c(=O)n(Cc1cccc([N+](=O)[O-])c1)c(=O)n2Cc1ccccc1	1%	-11	25	-8%	9	4%	-29%	-3%	-5	10%
O=C(NCCN1C(=O)CSC1=O)C1CC(=O)N(c2ccccc2)C1 (configuration not stated)	?	8	2	2%	-1	2%	5%	/	-5	-4%

# Going on with the list:
# Results follow in this order: USP2a block	TSHR antag	KCNH2 3.1 inh	Eya2 inh	TRPV1 ag	TCR act	ELG1 DNA repair	A-T KAP1 phos	KCNH2 WT inh	Mito fusion yeast
> N/C(=N\OC(=O)c1cccs1)c1cccnc1
    3%	-7	-15	-3%	1	1%	?	-1%	0	7%
> Cc1cccc(N2CCN(C3=NC(=O)/C(=C\c4cn[nH]c4-c4ccccc4)S3)CC2)c1
    5%	-8	-5	8%	?	5%[46.1 µM]	2.3µM*	0%	10	-6%
> Cc1ccc(S(=O)(=O)CCC(=O)NCCC2=CCCCC2)cc1
    2%	9	-1	-18%	?	1%	?	7%	3	4%
> O=C(O)CSc1cccc2cccc(C(=O)O)c12
    3%	24	10	11%	4	-1%	20%	-3%	-8	1%
> C/C(=N\OCC(=O)Nc1cc(C)cc(C)c1)c1ccc2c(c1)OCCO2
    3%	8	26	2%	10	11%[46.1 µM]	-6%	6%	40	9%
> CCOC(=O)N1CCN(C(=S)NC(=O)c2nn(C)cc2Br)CC1
    1%	-9	-19	5%	0	-1%	10%	-2%	i	0%
> O=C(c1cc2c(=O)n3ccccc3nc2s1)N1CCN(Cc2ccccc2)CC1
    2%	1	8	0%	1	3%	-1%	6%	4	22%
> NC(=O)c1ccc(NC(=O)C#Cc2ccccc2)cc1
    5%	23	9	7%	?	2%	?	-2%	-1	3%
> Cc1ccc(C)c(Cn2c(C)nc3c(sc(=S)n3-c3ccccc3)c2=O)c1
    1%	-29	-10	-14%	-10	2%	-16%	2%	-2	-25%
> Cc1ccc2oc(-c3cc(NC(=O)c4ncn[nH]4)ccc3O)nc2c1
    0%	0	-8	10%	-1	-1%	-11%	-1%	i	3%
> COc1cc([N+](=O)[O-])ccc1NC(=O)C[n+]1cccc(C(C)=O)c1
    4%	9	5	-7%	0	-1%	19%	-2%	16	-12%
> Cc1nc2ccc(S(=O)(=O)N3CCCCC3)cc2s1
    0%	1	-8	?	6	2%	0%	8%	4	13%
> CC1(C)C(=O)C2(CCCCC2)C(=O)OC1c1cccn1-c1ccc([N+](=O)[O-])cc1 (configuration not stated)
    6%	-8	3	-2%	4	2%[46.1 µM]	8%	3%	-4	-8%
> O=C(CN1CCOCC1)Nc1c2c(nc3ccccc13)N(Cc1ccccc1)CC2
    -5%	-4	-22	0%	12	5%	-5%	-1%	5	-2%
> O=C1OC(c2ccccc2)Cc2cc(C(=O)N3CCN(c4ccc(F)cc4)CC3)ccc21 (configuration not stated)
    3%	-20	-35	13%	-1	2%	-15%	-1%	10	8%
> CSc1sc2ccccc2[n+]1CCCS(=O)(=O)[O-]
    6%	5	10	-15%	1	0%	2%	-3%	-7	2%
> COc1ccc(NC(=O)COC(=O)Cc2c[nH]c3ccccc23)cc1OC
    -1%	-3	2	-8%	3	1%	8%	1%	-12	-3%
> Cc1noc(/C=C/N(C)C)c1S(=O)(=O)N1CCCC(C(=O)Nc2ccc3c(c2)OCO3)C1 (configuration not stated)
    -11%	8	-9	-18%	5	-32%	-18%	-6%	-1	-1%
> CC(C)N=C(Nc1cccnc1)c1ccccc1
    3%	4	3	-9%	-4	2%	-5%	1%	4	-13%
> COc1cccc(CNC(=O)N[C@@H](CC(C)C)C(=O)O)c1
    4%	6	1	-21%	-2	-2%	15%	-2%	-4	1%
> Cc1ccc(NC(=O)N2CCCC2C(=O)NCc2ccc(Cl)cc2)cc1 (configuration not stated)
    0%	-1	-1	-2%	3	0%	-8%	8%	-1	0%
